FBPA coupling cs: counter-screen for Giardia aldolase inhibitors: coupling enzyme system; coupling enzyme system counterscreen, AmpLite Red fluorescence; activity change, negative = inhibition, % at 58.2 µM, hits read low; actives 0.67% (n = 290,000); in the data active = activity change below about -30%; also: % is scaled to controls: 0 for no effect and ±100 for the full control effect
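First, compound is pin-transferred into glyceraldehyde-3-phosphate coupling-enzyme reagent at 57.5 uM final and held 10 min at RT. Next, substrate, coupling system and AmpLite Red are added. After 20 min RT, fluorescence (525/598 nm) is read.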
TCR act: activators of T cell receptors; primary human leukocytes, anti-CD3, IL-2 HTRF, 48 h; Potency, µM (highest dose often 9.22 µM), inactives show top-dose activation of IL-2 secretion, most hits filed as activators; 330,000 tested, under 10 active; AID 504894; also: % of control where 0% means no effect
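IL-2 release read by HTRF sandwich (Eu cryptate donor, d2 acceptor, 665 nm emission) after 48 hr exposure of primary human leukocytes to compound together with anti-CD3 beads in the absence of co-stimulatory signals.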
A-T KAP1 phos: candidate therapy for ataxia-telangiectasia | […] A-T fibroblasts, KAP-1 phosphorylation AlphaLISA; neocarzinostatin DNA damage 30 min before lysis | Potency, µM (highest dose often 57.5 µM), for the others: at the highest dose activation, usual class: activators | actives 0.19% (n = 320,000) | AID 485349; also: potency is read from the fitted curve at half-maximal effect; % of control where 0% means no effect; nearly all actives have a fitted effect of over 45% in size
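ATM-like activity read as KAP-1 phosphorylation via AlphaLISA donor/acceptor antibody pairs after lysis and 6 hr at 25C. Cells were ATM-null patient fibroblasts ([…], hTERT), dosed 60 min, then exposed to the DSB inducer NCS for 30 min.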
GALK inhibitor: inhibitors of human galactokinase. P51570. Purified GALK, Kinase-Glo residual ATP luminescence. Potency, µM (titrated, usually from 57.5 µM), without a hit: at the top dose activity change, negative = inhibition, most hits filed as inhibitors. actives 0.007% (n = 270,000). AID 1868; also: potency is read from the fitted curve at half-maximal effect; % is scaled to controls: 0 for no effect and ±100 for the full control effect
Target sequence (P51570 whole entry, looked up): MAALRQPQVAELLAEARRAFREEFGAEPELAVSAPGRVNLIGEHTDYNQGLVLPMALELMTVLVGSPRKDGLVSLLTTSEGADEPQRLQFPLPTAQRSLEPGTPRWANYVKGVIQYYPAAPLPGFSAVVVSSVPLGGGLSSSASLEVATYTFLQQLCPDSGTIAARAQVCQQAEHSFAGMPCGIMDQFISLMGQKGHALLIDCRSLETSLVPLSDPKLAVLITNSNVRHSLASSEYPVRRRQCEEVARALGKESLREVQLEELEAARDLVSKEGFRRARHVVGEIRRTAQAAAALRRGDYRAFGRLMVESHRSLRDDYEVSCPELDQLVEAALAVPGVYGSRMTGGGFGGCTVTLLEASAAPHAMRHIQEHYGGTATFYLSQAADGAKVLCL
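ATP-depletion format; final 35 uM ATP, 100 uM D-galactose, 5 nM enzyme; pH 8.0 HEPES/Mg2+ buffer; 60 min RT; luminescence read 10 min after detection reagent.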
TSHR antagonist: blocks TSH signaling through the human TSH receptor; TSHR-expressing cells, TSH-stimulated cAMP HTRF, 2 h; active compounds read low; activity change, negative = inhibition, % at 11.5 µM; actives 0.2% (n = 330,000); AID 504810;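 active = activity change below a set negative limit, meaning inhibition stronger than a set level, cut at about -70% in these data; inconclusive = activity change between two set negative limits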; also: % is scaled to controls: 0 for no effect and ±100 for the full control effect
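TSHR-expressing cells, 200/well, pre-treated with compound, then stimulated with EC80 TSH (4nM final) for 2 hours at 37 deg C. cAMP measured by competitive HTRF: anti-cAMP cryptate antibody in lysis buffer plus cAMP-d2, read after 30 minutes at room temperature.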
hERG WT inh: blocks the wildtype human KCNH2 potassium channel; U2OS, BacMam KCNH2, thallium flux FluxOr; active compounds read low; activity change, % at 1.84 µM; actives 0.37% (n = 340,000);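 active = maximum activity change below -70%; inconclusive = maximum activity change between -70% and -50%; inactive = maximum activity change above -50%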; also: % is scaled to controls: 0 for no effect and ±100 for the full control effect
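U2OS cells transduced with wild-type KCNH2 virus are loaded with FluxOr dye for 45 min, and thallium flux is measured in kinetic reads before and after stimulation buffer. Rate constants are normalized to DMSO controls.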
Tb PFK inh: inhibitors of T. brucei phosphofructokinase. O15648. T. brucei PFK, ADP-Glo luminescence. Potency, µM (highest dose often 57.5 µM), for the others: top-dose activity, negative = inhibition, actives largely listed as inhibitors. actives 0.17% (n = 330,000);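 also: potency is read from the fitted curve at half-maximal effect; 0% = uninhibited 1x PFK enzyme wells and -100% = no-enzyme wells; nearly all actives have a fitted effect of over 60% in size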
Target sequence (O15648 whole entry, looked up): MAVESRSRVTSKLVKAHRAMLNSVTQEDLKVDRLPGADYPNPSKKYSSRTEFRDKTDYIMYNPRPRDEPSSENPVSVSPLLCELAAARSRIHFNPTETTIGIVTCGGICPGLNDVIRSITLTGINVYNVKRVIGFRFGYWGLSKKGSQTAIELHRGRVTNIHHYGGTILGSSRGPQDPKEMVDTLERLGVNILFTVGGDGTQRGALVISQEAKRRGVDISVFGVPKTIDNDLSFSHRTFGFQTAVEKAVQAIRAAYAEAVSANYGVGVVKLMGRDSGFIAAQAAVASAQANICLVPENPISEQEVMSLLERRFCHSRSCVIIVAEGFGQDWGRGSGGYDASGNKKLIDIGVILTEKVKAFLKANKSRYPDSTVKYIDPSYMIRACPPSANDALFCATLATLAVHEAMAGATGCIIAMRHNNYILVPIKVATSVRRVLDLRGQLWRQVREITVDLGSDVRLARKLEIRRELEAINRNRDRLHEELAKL
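Activity is normalized to no-enzyme wells (full inhibition) and 1.25 nM enzyme wells (no inhibition). Reaction: 0.5 mM F6P, 0.1 mM ATP, 45 min RT, ADP-Glo luminescence; concentration-response curves fitted and classed by quality.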
CXXC DNA block: MLL CXXC-DNA interaction inhibition | Q03164 | MLL-CXXC / FITC-HOXA9 DNA fluorescence polarization | Potency, µM (highest dose often 115 µM), for the others: top-dose activity change, negative = inhibition, actives largely listed as inhibitors | actives 0.037% (n = 290,000); active = well fitted inhibition curve with a large enough effect in the polarisation, with a control signal flat, not every such curve was filed as active; inconclusive = small, poorly fitted or top-dose-only effect, or effect the other way, or a change in a side signal; inactive = no such curve, though single readings can be large or run the other way; the % refers to the polarisation; also: potency is read from the fitted curve at half-maximal effect
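Steps: dispense CXXC domain solution (7 uM) → pin compounds or unlabeled HOX-A9 DNA control → 5 min ambient → add FLSN-HOX-A9 solution (50 nM) → spin → 30 min ambient → fluorescence polarization. Tris pH 7.5/NaCl/DTT/BSA buffer.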
Chronic BCR inh: chronic active BCR signaling inhibition | ABC-DLBCL IkBa-CBG/CBR reporter, luminescence ratio, 4 h | Potency, µM (titrated, usually from 46.1 µM), for inactives: at the top dose ratio change, negative = lower green/red ratio, actives largely listed as inhibitors | actives 0.05% (n = 340,000); active = well fitted inhibition curve with a large enough effect in the signal ratio, with a control signal flat, not every such curve was filed as active; inconclusive = small, poorly fitted or top-dose-only effect, or effect the other way, or a change in a side signal; the % refers to the signal ratio;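 also: potency is read from the fitted curve at half-maximal effect; plate controls were basal doxycycline-induced cells for no effect and cells given 10 µM MG132 for full effect; MG132 reads +100%, hits lower the ratio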
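TMD8 human ABC-DLBCL cells with doxycycline-inducible IκBα–green luciferase fusion and unfused red luciferase, in 0.5% FBS medium; compounds up to 46 uM, 4 h at 37C. Green/red luminescence ratio, filter-overlap corrected, fitted to concentration-response curves.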
Giardia killer: kills Giardia lamblia | Giardia lamblia trophozoite viability | activity change, % at 7.66 µM, hits read low | actives 0.15% (n = 340,000); in the data active = activity change below about -80%; inconclusive = between about -30% and that limit;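 also: parasites exposed to compound for two days anaerobically before the ATP read; % is scaled to controls: 0 for no effect and ±100 for the full control effect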
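Luminescent ATP signal served as the viability read-out, measured 15-30 min after adding ATP detection reagent to trophozoites that had been incubated with compounds for 48 hrs at 37 deg C anaerobically at 100 cells/well.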
* = called active by the depositor; u = inconclusive; x = no result given; [ ] = another dose, or the depositor's remark. Unless noted, calls follow the shape of the dose curve; as a rule, active = well fitted curve in the direction sought with a large enough effect; inconclusive = small, poorly fitted or top-dose-only effect, or another doubt; inactive = no such curve, though single readings can be large; an effect the other way counts as inactive or inconclusive.

Assay codes: A = FBPA coupling cs; B = TCR act; C = A-T KAP1 phos; D = GALK inhibitor; E = TSHR antagonist; F = hERG WT inh; G = Tb PFK inh; H = CXXC DNA block; I = Chronic BCR inh; J = Giardia killer
(1) CCOC(=O)C1CCN(S(=O)(=O)c2cn(C)c(C)n2)CC1
  A = x | B = 0.5% | C = 5.6% | D = 6.0% | E = 2.5 | F = -3.8 | G = 0.8% | H = -2.5% | I = -1.1% | J = 57.3[activator]

(2) CCCCOc1cccc(/C=C(\C#N)C(=O)NC2CC2)c1
  A = 0.5 | B = 2.0% | C = 14.2% | D = -5.7% | E = -0.3 | F = -12.5 | G = 1.1% | H = -4.4% | I = -1.7% | J = -8.4

(3) NCCN1C(=O)S/C(=C\c2ccc3c(c2)OCO3)C1=O
  A = -0.2 | B = -6.5% | C = 0.0% | D = -3.3% | E = -10.9 | F = 4.9 | G = 3.4% | H = u | I = u | J = 9.3

(4) Cc1[nH]c2ccccc2c1C(=O)CSc1ncn[nH]1
  A = 1.0 | B = -1.3% | C = -1.1% | D = -2.1% | E = -7.8 | F = 21.2 | G = -0.8% | H = -12.0% | I = -9.2% | J = -4.0

(5) O=S(=O)(c1cccc(S(=O)(=O)N2CCOCC2)c1)N1CCCCCC1
  A = 0.9 | B = -2.7% | C = 5.7% | D = 4.3% | E = -0.9 | F = 4.9 | G = -0.6% | H = 3.6% | I = -0.8% | J = -14.9

(6) O=C(Nc1ccc2c(c1)OCCO2)C(=S)NCc1ccccc1
  A = -4.3 | B = 4.4% | C = 4.3% | D = 0.6% | E = -14.3 | F = 3.4 | G = -1.8% | H = -2.5% | I = 2.9% | J = -8.6

(7) CN(C)C(=O)c1snnc1-c1ccccc1
  A = -0.2 | B = -0.7% | C = -1.9% | D = -0.4% | E = 11.3 | F = -12.7 | G = -5.8% | H = 5.3% | I = -6.3% | J = 2.3

(8) O=C(CNC(=O)Cc1ccccc1)NCC(=O)OCC(=O)c1ccc(Cl)cc1
  A = -0.4 | B = 12.4%[46.1 µM] | C = -2.4% | D = -1.6% | E = 13.6 | F = -3.4 | G = 0.4% | H = 5.2% | I = 6.1% | J = -10.9

(9) COc1ccc(NC(=O)CCNC(=O)c2ccco2)cc1S(=O)(=O)N(C)C
  A = 1.3 | B = 0.6% | C = -3.7% | D = 1.0% | E = 3.2 | F = 10.0 | G = -2.4% | H = 4.3% | I = -2.0% | J = 3.2

(10) Cc1cc(=O)[nH]c(SCC(=O)c2ccc(O)c(O)c2)n1
  A = 2.8 | B = -1.0% | C = -6.7% | D = -6.6% | E = 6.5 | F = -12.3 | G = -0.6% | H = 23.5% | I = -1.8% | J = 1.7

2 entries from above, tab-delimited:
nr	structure	FBPA coupling cs	TCR act	A-T KAP1 phos	GALK inhibitor	TSHR antagonist	hERG WT inh	Tb PFK inh	CXXC DNA block	Chronic BCR inh	Giardia killer
6	O=C(Nc1ccc2c(c1)OCCO2)C(=S)NCc1ccccc1	-4.3	4.4%	4.3%	0.6%	-14.3	3.4	-1.8%	-2.5%	2.9%	-8.6
7	CN(C)C(=O)c1snnc1-c1ccccc1	-0.2	-0.7%	-1.9%	-0.4%	11.3	-12.7	-5.8%	5.3%	-6.3%	2.3

Remaining list, next part
Assay codes: A = FBPA coupling cs; B = TCR act; C = A-T KAP1 phos; D = GALK inhibitor; E = TSHR antagonist; F = hERG WT inh; G = Tb PFK inh; H = CXXC DNA block; I = Chronic BCR inh; J = Giardia killer
(11) C=CCn1c(SCc2nc3sc4c(c3c(=O)[nH]2)CCCC4)nc2ccccc2c1=O
  A = 2.7 | B = -8.5%[46.1 µM] | C = 0.8% | D = -1.8% | E = 5.1 | F = 7.6 | G = -0.6% | H = 47.1%[activator] | I = 2.4% | J = -1.2

(12) COc1ccc(S(=O)(=O)N2CCN(C(=O)N3CCOCC3)C2C)cc1 (configuration not stated)
  A = 1.8 | B = -6.7% | C = -3.8% | D = -0.2% | E = -4.9 | F = 8.5 | G = 1.9% | H = 7.8% | I = -0.8% | J = -7.6

(13) Cc1cccc(NC(=O)Nc2ccc(Cl)cc2)n1
  A = -2.1 | B = -1.3% | C = 1.2% | D = 7.5% | E = -5.8 | F = -6.7 | G = -2.5% | H = -5.5% | I = u | J = 0.6

(14) Nc1ccc2nc(SCC(=O)N3CCN(c4ccccc4)CC3)sc2c1
  A = -0.1 | B = -1.2% | C = -6.7% | D = 5.8% | E = -3.8 | F = 0.9 | G = -3.5% | H = -15.4% | I = -4.5% | J = 12.1

(15) CCCN1CCC(NC(=O)c2cccc(Oc3ccccc3)c2)CC1
  A = x | B = -1.2% | C = 14.8% | D = -1.9% | E = 0.7 | F = -1.4 | G = -2.2% | H = -7.8% | I = 4.2% | J = 22.8

(16) CCN(CC)CCNC(=O)C(=O)NCC1OCCN1S(=O)(=O)c1ccc(Cl)cc1 (configuration not stated)
  A = 0.2 | B = 0.7% | C = 7.8% | D = 5.8% | E = 7.7 | F = 14.9 | G = 0.5% | H = u | I = -0.3% | J = -15.1

(17) Brc1ccc(OCc2ccccc2)c(CNCc2ccncc2)c1
  A = -11.5 | B = 0.3% | C = 1.6% | D = 2.0% | E = 33.6 | F = 0.5 | G = 1.6% | H = -3.7% | I = u | J = -4.8

(18) O=C(NC1CCSc2ccccc21)c1cccc(OC(F)F)c1 (configuration not stated)
  A = -0.3 | B = 0.8% | C = -1.8% | D = -0.1% | E = 1.6 | F = 2.3 | G = 1.8% | H = 0.9% | I = 1.0% | J = -15.3

(19) O=C(NC1CCCCC1)c1ccc(S(=O)(=O)c2ccccc2)cc1
  A = -1.1 | B = -3.0% | C = 0.4% | D = 0.3% | E = -11.8 | F = -0.9 | G = 2.8% | H = -7.2% | I = u | J = -12.7

(20) CC1=NNC(=O)C1CC(=O)N/N=C(\C)c1cccs1 (configuration not stated)
  A = 1.4 | B = -0.9% | C = -4.9% | D = 12.4% | E = 16.7 | F = -10.5 | G = -4.5% | H = 7.6% | I = -6.7% | J = 5.0

Overlap with the part before: five compounds, followed by the next part.
Assay codes: A = FBPA coupling cs; B = TCR act; C = A-T KAP1 phos; D = GALK inhibitor; E = TSHR antagonist; F = hERG WT inh; G = Tb PFK inh; H = CXXC DNA block; I = Chronic BCR inh; J = Giardia killer
(16) CCN(CC)CCNC(=O)C(=O)NCC1OCCN1S(=O)(=O)c1ccc(Cl)cc1 (configuration not stated)
  A = 0.2 | B = 0.7% | C = 7.8% | D = 5.8% | E = 7.7 | F = 14.9 | G = 0.5% | H = u | I = -0.3% | J = -15.1

(17) Brc1ccc(OCc2ccccc2)c(CNCc2ccncc2)c1
  A = -11.5 | B = 0.3% | C = 1.6% | D = 2.0% | E = 33.6 | F = 0.5 | G = 1.6% | H = -3.7% | I = u | J = -4.8

(18) O=C(NC1CCSc2ccccc21)c1cccc(OC(F)F)c1 (configuration not stated)
  A = -0.3 | B = 0.8% | C = -1.8% | D = -0.1% | E = 1.6 | F = 2.3 | G = 1.8% | H = 0.9% | I = 1.0% | J = -15.3

(19) O=C(NC1CCCCC1)c1ccc(S(=O)(=O)c2ccccc2)cc1
  A = -1.1 | B = -3.0% | C = 0.4% | D = 0.3% | E = -11.8 | F = -0.9 | G = 2.8% | H = -7.2% | I = u | J = -12.7

(20) CC1=NNC(=O)C1CC(=O)N/N=C(\C)c1cccs1 (configuration not stated)
  A = 1.4 | B = -0.9% | C = -4.9% | D = 12.4% | E = 16.7 | F = -10.5 | G = -4.5% | H = 7.6% | I = -6.7% | J = 5.0

(21) O=C(Nc1ccc2nc(-c3ccco3)c(-c3ccco3)nc2c1)NC1CC1
  A = -37.2* | B = 2.7%[46.1 µM] | C = x | D = 1.3% | E = -7.1 | F = -0.7 | G = -3.4% | H = u | I = u | J = -13.9

(22) O=C(Nc1cccc(Cl)c1)c1cc(-c2ccco2)on1
  A = -1.5 | B = -0.3% | C = -5.4% | D = 9.8% | E = -19.7 | F = -12.0 | G = -3.6% | H = 25.8% | I = u | J = -23.3

(23) CCCNCC1C(Oc2ccc(Cl)cc2)C(=O)N1c1ccccc1C (configuration not stated)
  A = 1.7 | B = 0.2%[46.1 µM] | C = -2.3% | D = -2.7% | E = -8.7 | F = 1.3 | G = 3.5% | H = 4.8% | I = 1.1% | J = 1.3

(24) C=CCn1c(SCC(=O)NCc2ccco2)nnc1C1CCCCC1
  A = x | B = -0.7% | C = 9.4% | D = x | E = -0.2 | F = -3.8 | G = -0.9% | H = x | I = 4.9% | J = -17.3

(25) COCCCN(C(=S)Nc1c(C)cc(C)cc1C)C(C)c1ccncc1 (configuration not stated)
  A = 2.4 | B = 3.7%[46.1 µM] | C = 2.4% | D = x | E = -4.2 | F = -1.9 | G = -2.0% | H = 0.0% | I = -1.3% | J = -8.0

Screening results (PubChem BioAssay)
